# SV40 large T antigen: SV40 large T antigen inhibitors, biochemical (AID 1903); SV40 large T antigen ATPase/helicase inhibition assay; higher % means a stronger effect; inhibition, % at 20 µM, or IC50 in µM where a hit was titrated; hit rate 0.39% among 310,000; in the data active means a potency from the dose series; inconclusive means inhibition mostly from about 32% at the one dose, without a potency; inactive means the rest, 99 in 100 with inhibition below about 32%; further: strong numbers were not always called active
# Dengue-2 NS5 capping: flavivirus cap methylation enzyme inhibition – biochemical, confirmation dose response, primary screen (AID 588689); inhibition, % at 25 µM, or IC50 in µM where a hit was titrated; hit rate 0.3% among 340,000; Dengue-2 NS5 methyltransferase capping enzyme assay, biochemical; higher % means a stronger effect; in the data active means a potency from the dose series; inconclusive means inhibition above about 29% without an active follow-up result
# CSM14.1 death rescue: protection against thapsigargin-triggered cell killing – 384-well, CSM14.1, ATP luminescence, primary screen (AID 1222). 190,000 tested, under 10 active. cellular ATP content (survival), % at 20 µM; hits with a dose series show EC50 in µM. CSM14.1 thapsigargin-induced death rescue, ATP luminescence; higher % means a stronger effect;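 active means EC50 below 50 µM in the dose-response confirmation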;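 further: death triggered by thapsigargin at about 15 µM added after 2 h compound pretreatment; cell ATP read after overnight thapsigargin exposure of roughly 18 to 22 hours; normalized against plate controls of thapsigargin alone and 5% DMSO vehicle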
# West Nile virus CPE: inhibition of WNV-induced cytopathic effect – cell-based, CPE readout (AID 1621). West Nile virus-infected cells, CPE inhibition; higher % means a stronger effect. CPE inhibition, % at 10 µM, or IC50 in µM where a hit was titrated. hit rate 0.02% among 290,000; in the data active means a potency from the dose series; inconclusive means CPE inhibition mostly from about 3.7% at the one dose, without a potency; inactive means the rest, 99 in 100 with CPE inhibition below about 2.2%; further: strong numbers were not always called active
# MgcRacGAP inhibition: MgcRacGAP GTPase-activating activity inhibitors, confirmation, biochemical, ADP Hunter fluorescence; MgcRacGAP-stimulated Rac1 GTP hydrolysis, ADP Hunter fluorescence; higher % means a stronger effect; GST-tagged Rac1 F28L mutant substrate; inhibition, % at 30 µM, or IC50 in µM where a hit was titrated; hit rate 0.6% among 340,000;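 active means first-screen hits whose inhibition reached a set limit at any dose in the follow-up dose series; inconclusive means inhibition above the set first-screen limit but never retested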;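 further: fluorescence reports GDP produced by GAP-driven GTP hydrolysis; strong numbers were not always called active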
# Salmonella PhoP GFP: inhibitors of PhoP regulon expression, primary screen, Salmonella Typhimurium, GFP reporter (AID 1863); S. Typhimurium PhoP-regulated promoter GFP reporter, 4 h; higher % means a stronger effect; one-dose inhibition, % at 50 µM; IC50 in µM for titrated hits; hit rate 0.16% among 300,000;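 active means inhibition over 29.93%, a cutoff 3 SD above the screen mean, later confirmed by dose response; inconclusive means inhibition over 29.93% but no dose response follow-up; inactive means inhibition at most 29.93% or unconfirmed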;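 further: 0% = low Mg2+ inducing control and 100% = high Mg2+ repressing control; strong numbers were not always called active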
# LYP inhibition: PTPN22 lymphoid phosphatase activity blockers – biochemical, fluorescence intensity, uHTS (AID 1779). recombinant LYP phosphatase, fluorescence intensity; higher % means a stronger effect. inhibition, % at 11.5 µM, or IC50 in µM where a hit was titrated. hit rate 0.054% among 290,000; in the data active means inhibition above about 50%;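 further: plate controls were vehicle with enzyme for no effect and no enzyme for full effect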
# GPR35 antagonists: GPR35 antagonists blocking zaprinast-driven arrestin recruitment, primary screen, imaging, U2OS, beta-arrestin-GFP, zaprinast agonist (AID 2058) | U2OS GPR35 beta-arrestin-GFP translocation imaging, zaprinast antagonism; higher % means a stronger effect | hit rate 0.052% among 290,000 | one-dose inhibition, % at 10 µM; IC50 in µM for titrated hits;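 active means inhibition of at least 50% with at least 30 cells and total cytoplasm GFP at most 10,000,000; inconclusive means under 30 cells or total GFP of 10,000,000 plus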
# RSV antiviral HEp-2: RSV antiviral activity via CPE protection, HEp-2 cells, primary 10 µM value included (AID 2391); HEp-2 cells, RSV-induced CPE inhibition; higher % means a stronger effect; one-dose CPE inhibition, % at 10 µM; IC50 in µM for titrated hits; hit rate 0.13% among 310,000; in the data active means a potency from the dose series; inconclusive means CPE inhibition mostly from about 23% at the one dose, without a potency; inactive means the rest, 99 in 100 with CPE inhibition below about 21%; further: strong numbers were not always called active
# The depositor's hits bear a star; ? = inconclusive; / = not tested or not shown.
Structure	SV40 large T antigen	Dengue-2 NS5 capping	CSM14.1 death rescue	West Nile virus CPE	MgcRacGAP inhibition	Salmonella PhoP GFP	LYP inhibition	GPR35 antagonists	RSV antiviral HEp-2
Cc1nnc2n1N=C(c1ccc(OC(F)F)cc1)C(C)S2 (stereo not drawn)	3%	-6%	/	0.3%	11%	8%	-6%	18%	4.3%
CCOc1ccc(CCNC(=O)Cn2ncn3nc(-c4ccc(OC)cc4)cc3c2=O)cc1OCC	9%	-7%	/	1.4%	10%	-3%	-1%	39%	1.0%
Cc1cc(Cl)ccc1NC(=O)C(=O)N/N=C/c1ccc2c(c1)OCO2	10%	-2%	/	-0.2%	4%	1%	-12%	-1%	0.7%
O=c1c2c3c(sc2nc(NCCO)n1Cc1ccco1)CCCCC3	15%	/	-0.5%	-0.8%	4%	5%	-9%	2%	?
COc1ccc(/C=C/C(=O)Oc2ccc(/C=N/NC(=O)COc3c(C)cccc3C)cc2)cc1	3%	7%	0.2%	0.1%	12%	-5%	0%	7%	13%
Cc1[nH]c2ccccc2c1C(=O)CSc1nncn1C	20%	-1%	-1.8%	0.1%	14%	1%	-5%	-13%	0.3%
CSc1cccc(NC(=S)NN(C)C)c1	12%	-1%	/	0.4%	15%	-9%	-7%	10%	2.1%
O=S(=O)(NCC1CCCO1)c1ccc(S(=O)(=O)N(Cc2ccccc2F)C2CCCCC2)cc1 (stereo not drawn)	/	-3%	/	-0.1%	2%	/	/	/	2.5%
CCOC(=O)C1CCCN(C(=O)c2cc(-c3ccncc3)nc3ccccc23)C1 (stereo not drawn)	8%	-4%	/	/	1%	6%	/	/	0.6%
CCC(C)[C@H](NC(=O)[C@@H]1CSC2c3ccccc3C(=O)N21)C(=O)NC1CCCC1 (stereo partly drawn)	-10%	-1%	/	-0.3%	3%	-9%	-13%	-14%	-1.4%
COCCCN1C(=O)N(c2ccc(F)cc2)C(=O)C1CC(=O)Nc1ccc(OC)cc1 (stereo not drawn)	4%	-5%	/	-0.2%	4%	0%	-4%	-7%	2.5%
Cc1cccc2sc(N(CCCN(C)C)C(=O)c3ccco3)nc12	6%	-1%	-2.5%	0.5%	15%	0%	-3%	-1%	-1.8%
Cc1ccccc1Oc1nc2ccccn2c(=O)c1/C=C(\C#N)C(=O)Nc1c(C)n(C)n(-c2ccccc2)c1=O	17%	-10%	2.7%	0.1%	4%	-1%	-6%	-8%	1.0%
CCC(C)(C)c1nnc(NC(=O)c2cccc([N+](=O)[O-])c2)s1	19%	-5%	1.5%	-0.2%	11%	4%	-3%	13%	6.1%
O=C(O)CSc1nnc(-c2ccccc2)c(-c2ccccc2)n1	12%	-12%	/	0.2%	-4%	-2%	-4%	6%	3.0%
O=C(C(=O)N1CCOCC1)c1cn(CCOc2ccccc2)c2ccccc12	9%	-4%	0.2%	-0.4%	3%	1%	-5%	3%	1.1%
CCC(=O)Nc1nnc(SCC(=O)c2ccc3c(c2)Cc2ccccc2-3)s1	17%	-2%	1.6%	-0.8%	4%	-17%	4%	15%	42%
CC(C)OCCCNc1ncc2c(n1)CC(c1cccs1)CC2=O (stereo not drawn)	10%	2%	0.0%	-0.8%	-1%	-4%	2%	22%	0.9%
O=C(c1ccc(F)cc1)N1CCN(c2ccc([N+](=O)[O-])cc2-n2cccc2)CC1	25%	/	/	-0.2%	/	4%	3%	-7%	3.1%
CCn1c(SCC(=O)NCc2ccco2)nnc1-c1cccs1	0%	-10%	1.5%	-0.2%	0%	-7%	-10%	20%	0.5%
CCOC(=O)C1CCCN(c2ncnc3c2cnn3-c2ccc(OC)cc2)C1 (stereo not drawn)	2%	-3%	-0.5%	2.6%	7%	4%	2%	-3%	1.3%
CCn1cc(-c2ccnc3cc(C(=O)O)nn23)c(C)n1	9%	-10%	-0.2%	-0.3%	5%	2%	-9%	10%	1.4%
CN(C)S(=O)(=O)c1ccc(C(=O)NCC(=O)N/N=C/c2ccccc2)cc1	7%	2%	0.8%	-0.1%	16%	-1%	-9%	9%	1.1%
c1ccc(-c2onc(-c3ccco3)c2-c2ccc3[nH]ccc3c2)cc1	18%	-4%	/	-1.0%	10%	0%	-5%	9%	19%
Cc1c(S(=O)(=O)NCCc2ccccc2)c(=O)n(C)c(=O)n1C	18%	-6%	/	-0.2%	9%	-7%	-5%	10%	-1.1%
CCc1cccc(CC)c1NC(=O)c1ccccc1CCc1ccccc1	-3%	4%	-0.9%	0.8%	-7%	-13%	-6%	-5%	2.6%
CN(C)CCCOc1nc2c(c(=O)n(C)c(=O)n2C)n1C	19%	-2%	1.8%	0.4%	2%	-2%	-8%	7%	2.3%
O=C(OCC(=O)N1CCN(C(=O)c2ccco2)CC1)c1sc2cc(F)ccc2c1Cl	-5%	-5%	-3.4%	-0.1%	4%	5%	4%	13%	1.2%
Cc1ccc(S(=O)(=O)NCCCN2CCOCC2)cc1C	6%	-6%	-1.4%	-0.5%	-2%	-8%	-7%	-2%	0.3%
CCOc1cc2[nH]c(=S)n(C3CCN(Cc4ccccc4)CC3)c(=O)c2cc1OCC	7%	-7%	-1.7%	-1.0%	2%	-2%	-2%	-15%	-0.6%

# The last 2 entries of the part before lead into the next:
Structure	SV40 large T antigen	Dengue-2 NS5 capping	CSM14.1 death rescue	West Nile virus CPE	MgcRacGAP inhibition	Salmonella PhoP GFP	LYP inhibition	GPR35 antagonists	RSV antiviral HEp-2
Cc1ccc(S(=O)(=O)NCCCN2CCOCC2)cc1C	6%	-6%	-1.4%	-0.5%	-2%	-8%	-7%	-2%	0.3%
CCOc1cc2[nH]c(=S)n(C3CCN(Cc4ccccc4)CC3)c(=O)c2cc1OCC	7%	-7%	-1.7%	-1.0%	2%	-2%	-2%	-15%	-0.6%
CN(C)C(=O)CSc1ncccc1-c1nc2ccccc2[nH]1	27%	-8%	/	-1.3%	11%	0%	-6%	2%	0.8%
Cc1noc(NC(=O)c2ccc(Cl)cc2)c1Cl	30%	-5%	0.8%	-1.3%	-5%	-1%	-8%	0%	2.2%
Cc1ccc(NC(=O)CN(C)C(=O)CSc2ncc(C(F)(F)F)cc2Cl)cc1	1%	2%	-1.9%	-0.2%	-11%	7%	-4%	-4%	0.9%
O=C(CSc1ncnc2c1sc1ccccc12)Nc1ccc(Br)cc1	5%	-5%	-1.7%	-0.7%	10%	-5%	1%	-18%	2.5%
Cn1cccc1-c1nc2ccc(NC(=O)c3ccccc3)cc2[nH]1	8%	-19%	-1.3%	0.2%	6%	22%	0%	3%	7.3%
CCCCN(C(=O)c1oc2ccc(OCC)cc2c1C)c1c(N)n(CC(C)C)c(=O)[nH]c1=O	20%	12%	/	/	6%	-3%	/	/	0.4%
CCc1ccc(OCC(=O)N2CC(C(=O)OC)Oc3ccccc32)cc1 (stereo not drawn)	7%	-3%	/	-0.6%	5%	-7%	-2%	-11%	-0.5%
Cc1cc(C)c(S(=O)(=O)N2CCN=C2c2ccccc2)c(C)c1	3%	-6%	-0.2%	-0.9%	-2%	-1%	-4%	1%	2.6%
Cc1ccc(NC(=O)Cn2nc(C(=O)O)c3ccccc3c2=O)c([N+](=O)[O-])c1	3%	-11%	/	-0.5%	3%	4%	-5%	-2%	0.6%
Cc1cccc2sc(N(CCCN(C)C)C(=O)c3ccc(Cl)s3)nc12	12%	-6%	-2.0%	0.2%	13%	-1%	-6%	-17%	1.4%
CCc1ccc(N2CN(Cc3cccnc3)CNC2=S)cc1	7%	-5%	/	0.1%	4%	-10%	-4%	-4%	0.7%
CCOC(=O)c1c(NC(=O)Cn2nc(C(F)(F)F)cc2C)sc(C)c1C	11%	5%	7.2%	-0.8%	-9%	4%	-8%	10%	0.4%
S=c1[nH]nc(-c2ccncc2)n1/N=C/C=C/c1ccccc1	13%	5%	/	0.2%	125µM*	2%	-6%	0%	2.2%
CN(C)C(CNC(=O)c1ccc2nc[nH]c2c1)c1ccccc1 (stereo not drawn)	13%	0%	0.3%	-0.3%	1%	-7%	-2%	-6%	3.9%
COc1ccc(N2C(=O)CC(c3ccccc3)C2=O)cc1 (stereo not drawn)	12%	2%	/	-0.1%	7%	0%	3%	-4%	2.4%
COc1cccc(C(=O)C2CCCN(Cc3cccn3-c3cccnc3)C2)c1 (stereo not drawn)	-3%	-8%	3.2%	-0.6%	8%	11%	-1%	13%	-0.5%
COc1ccc(NC2CCCN(C(=O)c3ccc(C)nc3)C2)cc1 (stereo not drawn)	37%	-5%	/	-0.2%	161µM*	-3%	-13%	-5%	1.2%
Cc1cc(C)n(-c2ccc(C(=O)OCC(=O)c3ccc(Br)s3)cc2)n1	/	-10%	2.1%	0.1%	2%	3%	-1%	-14%	1.2%
CCOc1ccc(NC(=S)Nc2ccccc2C2CC2)cc1	4%	/	-0.4%	0.8%	7%	0%	-3%	-5%	5.3%
O=C1CSC(c2cccc([N+](=O)[O-])c2)N1c1ccccc1F (stereo not drawn)	-6%	-1%	-3.9%	-0.5%	1%	4%	0%	-1%	-1.9%
CONC(=O)C1CCN(C(=O)OCc2ccccc2)CC1	1%	2%	-1.0%	-0.1%	9%	-1%	2%	22%	0.8%
CC(C)(C)c1ccc(CNc2ccc([N+](=O)[O-])cn2)cc1	7%	-6%	2.2%	-0.5%	-1%	-8%	-4%	2%	7.2%
COc1cc(C2=NOC(C(=O)NCc3cccnc3)C2)cc(OC)c1OC (stereo not drawn)	5%	3%	/	0.1%	1%	-8%	3%	-5%	2.3%
Cc1ccc(-c2cc(-c3ccccc3)nc(Cl)n2)cc1	6%	-4%	-1.4%	-0.5%	3%	-7%	-8%	8%	20%
Cc1cc(C)n2nc(SCC3COc4ccccc4O3)nc2n1 (stereo not drawn)	6%	-6%	0.3%	0.0%	1%	5%	-6%	-19%	1.0%
COc1cccc(Nc2nc(C)nc3c2oc2ccccc23)c1	0%	1%	/	-1.2%	14%	9%	-5%	-15%	16%
CN1CCN(C(=O)CCN2C(=O)/C(=C/c3ccc(F)cc3)SC2=S)CC1	7%	7%	/	16%	8%	-6%	-6%	-2%	21%
CCN(CC(=O)Nc1ccccc1C(F)(F)F)C(=O)c1ccccc1Cc1ccccc1	12%	-11%	/	/	1%	-1%	/	/	1.9%
COc1cccc(NS(=O)(=O)c2nc3nc(C)cc(C)n3n2)c1	3%	-6%	-0.6%	-0.4%	2%	-1%	-4%	1%	0.5%
Cc1ccc(C)c(OCC(=O)Nc2ccc(C(=O)O)cc2NC(=O)COc2cc(C)ccc2C)c1	7%	0%	/	0.2%	1%	-3%	-1%	9%	11%
